# Bioassay records as filed in PubChem.
# TRPV1 ag – agonists of human vanilloid receptor 1 (TRPV1). activation, % at 8.33 µM. actives 0.19% (n = 320,000). Q8NER1. AID 540275. TRPV1-expressing cells, Fluo-8 calcium influx, agonist mode; in the data active = activation above about 80%; inconclusive = between about 30% and that limit; also: 0% is about no effect
#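 Cells expressing TRPV1 were dye-loaded with Fluo-8 and read kinetically: 10 s baseline, 3 min after compound (agonist portion), then 2 min after EC20 capsaicin (allosteric enhancer portion). Calcium-bound dye fluorescence at 480/520 nm.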
# PKM2 activator – activators of human pyruvate kinase M2. purified PKM2, Kinase-Glo ATP luminescence, activation; response scale: 0% is enzyme alone, no compound. AID 1631. Potency, µM (top dose mostly 57.5 µM), without a hit: top-dose activation, usual class: activators. P14618. actives 0.34% (n = 260,000); also: potency is read from the fitted curve at half-maximal effect; % is scaled to controls: 0 for no effect and ±100 for the full control effect; nearly all actives have a fitted effect of over 55% in size
#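 ATP formation by purified human PK-M2, quantified via coupled luciferase luminescence after 1 h at room temperature with 0.1 mM ADP and 0.5 mM PEP final.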
# USP2a block – blocks human ubiquitin-specific protease USP2a | O75604 | USP2 core, Ub-CHOP2 coupled fluorogenic reporter, 485/531 | Potency, µM (titrated, usually from 38.3 µM), for the others: at the top dose activity change, negative = inhibition, usual class: inhibitors | actives 0.01% (n = 330,000);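 also: potency is read from the fitted curve at half-maximal effect; plate controls were DMSO wells for no effect and full inhibition by NEM control for full effect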
#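 Deubiquitinase activity read as fluorescence (485/531 nm) after Ub-CHOP2 cleavage activates the enterokinase reporter on its substrate; USP2 core 10nM, Ub-CHOP2 and substrate 25nM each, 30min compound preincubation then 60min RT; data normalized to NEM, curves fitted.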
# KCNH2 3.1 inh – blocks the human KCNH2 3.1 channel isoform; U2OS KCNH2 3.1, thallium flux FluxOr; active compounds read low; activity change, % (tested at about 1.8 µM); actives 0.95% (n = 340,000); AID 720553;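 active = maximum activity change below -70%; inconclusive = maximum activity change from -70% to -50%; inactive = maximum activity change above -50%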;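 also: thallium influx rate constant from kinetic fluorescence after stimulation buffer; % is scaled to controls: 0 for no effect and ±100 for the full control effect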
#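 Thallium flux read-out: FluxOr dye with Red40 quencher in HBSS/HEPES, 45 min at RT. Rate constants from kinetic reads were normalized to positive and negative DMSO controls. Cells: U2OS virally expressing the 3.1 isoform.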
# B2AR arrestin – beta2AR (human) beta-arrestin recruitment activity | beta-arrestin recruitment to beta2AR, cell-based reporter | Potency, µM (top dose mostly 46.1 µM), for the others: at the top dose activation, actives largely listed as activators | actives 0.02% (n = 330,000) | AID 492947;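 also: potency is read from the fitted curve at half-maximal effect; 0% = DMSO controls and full agonism = EC100 isoproterenol or metaproterenol; nearly all actives have a fitted effect of over 65% in size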
# FBPA coupling cs – coupling enzyme interference in Giardia aldolase counter-screen | coupling enzyme system counterscreen, AmpLite Red fluorescence | activity change, negative = inhibition, % at 58.2 µM, hits read low | actives 0.67% (n = 290,000); in the data active = activity change below about -30%; also: % is scaled to controls: 0 for no effect and ±100 for the full control effect
#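 Counterscreen lacking aldolase: glyceraldehyde-3-phosphate coupling-enzyme reagent preincubated 10 min at RT with compound (at 57.5 uM final), then substrate/coupling system with AmpLite Red added; fluorescence read at 525/598 nm after 20 min RT.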
# hERG WT inh – blocks the wildtype human KCNH2 potassium channel | activity change, % at 1.84 µM | actives 0.37% (n = 340,000) | Q12809 | U2OS, BacMam KCNH2, thallium flux FluxOr; active compounds read low;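 active = maximum activity change below -70%; inconclusive = maximum activity change between -70% and -50%; inactive = maximum activity change above -50%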; also: % is scaled to controls: 0 for no effect and ±100 for the full control effect
#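 U2OS cells were transduced with wild-type KCNH2 virus (2.03 x 10^8 / mL) for 4 h at room temperature, then cultured overnight at 37 C. Thallium flux was read with FluxOr dye. Rate constants were normalized to DMSO controls.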
# CXXC DNA block – inhibitors of human MLL CXXC domain-DNA interaction. MLL-CXXC / FITC-HOXA9 DNA fluorescence polarization. AID 2662. Potency, µM (titrated, usually from 115 µM), without a hit: at the highest dose activity change, negative = inhibition, usual class: inhibitors. actives 0.037% (n = 290,000); active = well fitted inhibition curve with a large enough effect in the polarisation, with a control signal flat, not every such curve was filed as active; inconclusive = small, poorly fitted or top-dose-only effect, or effect the other way, or a change in a side signal; inactive = no such curve, though single readings can be large or run the other way; the % refers to the polarisation; also: potency is read from the fitted curve at half-maximal effect
#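 Fluorescence polarization: 7 uM MLL-CXXC (stock) preincubated 5 min with compounds, then 50 nM fluorescein-HOX-A9 DNA (stock) added; 30 min ambient. Buffer 50 mM Tris-HCl pH 7.5, 50 mM NaCl, 1 mM DTT, 0.05% BSA.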
# Menin MLL FP TR – menin-MLL binding inhibition, Texas Red mutant peptide; Potency, µM (titrated, usually from 61.6 µM), for the others: at the top dose FP activity change, negative = inhibition, actives largely listed as inhibitors; AID 1768; actives 0.23% (n = 270,000); O00255; Menin + Texas Red MLL mutant peptide, fluorescence polarization; active = well fitted inhibition curve with a large enough effect in the polarisation, with a control signal flat, not every such curve was filed as active; inconclusive = small, poorly fitted or top-dose-only effect, or effect the other way, or a change in a side signal; inactive = no such curve, though single readings can be large or run the other way; the % refers to the polarisation; also: potency is read from the fitted curve at half-maximal effect; % of control where 0% means no effect; many of its hits are not listed in these tables
# Target sequence (O00255 whole entry, looked up): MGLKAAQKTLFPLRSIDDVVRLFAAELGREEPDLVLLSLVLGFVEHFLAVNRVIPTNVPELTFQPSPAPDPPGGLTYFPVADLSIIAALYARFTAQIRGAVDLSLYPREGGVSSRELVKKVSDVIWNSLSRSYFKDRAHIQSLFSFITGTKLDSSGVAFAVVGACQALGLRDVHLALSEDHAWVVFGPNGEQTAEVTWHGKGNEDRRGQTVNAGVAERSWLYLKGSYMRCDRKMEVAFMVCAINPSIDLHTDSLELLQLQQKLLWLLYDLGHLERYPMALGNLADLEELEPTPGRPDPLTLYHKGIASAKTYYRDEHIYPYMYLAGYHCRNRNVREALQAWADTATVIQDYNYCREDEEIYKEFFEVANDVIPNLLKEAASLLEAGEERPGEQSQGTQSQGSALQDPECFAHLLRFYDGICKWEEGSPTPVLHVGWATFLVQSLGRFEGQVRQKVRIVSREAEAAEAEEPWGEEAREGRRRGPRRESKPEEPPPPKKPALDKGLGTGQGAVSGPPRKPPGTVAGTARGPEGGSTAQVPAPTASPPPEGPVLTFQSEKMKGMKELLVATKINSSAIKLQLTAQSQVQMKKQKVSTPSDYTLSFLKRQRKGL
# GALK inh – inhibitors of human galactokinase. P51570. Purified GALK, Kinase-Glo residual ATP luminescence. Potency, µM (titrated, usually from 57.5 µM), for the others: at the top dose activity change, negative = inhibition, most hits filed as inhibitors. actives 0.007% (n = 270,000). AID 1868; also: potency is read from the fitted curve at half-maximal effect; % is scaled to controls: 0 for no effect and ±100 for the full control effect
# Target sequence (P51570 whole entry, looked up): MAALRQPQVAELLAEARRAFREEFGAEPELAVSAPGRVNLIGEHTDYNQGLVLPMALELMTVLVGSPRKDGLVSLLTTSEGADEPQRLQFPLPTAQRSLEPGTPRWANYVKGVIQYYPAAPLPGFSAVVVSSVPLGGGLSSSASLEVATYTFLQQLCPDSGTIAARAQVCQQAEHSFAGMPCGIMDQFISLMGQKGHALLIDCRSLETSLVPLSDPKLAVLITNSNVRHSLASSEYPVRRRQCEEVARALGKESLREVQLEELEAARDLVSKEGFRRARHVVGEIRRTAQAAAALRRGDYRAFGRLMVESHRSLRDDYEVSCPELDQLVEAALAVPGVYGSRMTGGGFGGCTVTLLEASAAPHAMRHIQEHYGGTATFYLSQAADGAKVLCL
#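 Luminescence from leftover ATP (Ultra-Glo luciferase/luciferin) served as read-out after a 1 h room-temperature reaction of 5 nM GALK with 35 uM ATP and 100 uM galactose.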
# Giardia killer – kills Giardia lamblia | Giardia lamblia trophozoite viability | activity change, % at 7.66 µM, hits read low | actives 0.15% (n = 340,000); in the data active = activity change below about -80%; inconclusive = between about -30% and that limit;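 also: parasites exposed to compound for two days anaerobically before the ATP read; % is scaled to controls: 0 for no effect and ±100 for the full control effect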
#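 Media and compound were dispensed first, then trophozoites at 100 cells/well; plates sat 48 hrs at 37 deg C without oxygen before ATP luminescence reagent was added and read after 15-30 min at room temperature.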
# Starred values were filed as active, the others as inactive; ? = inconclusive; · = no result given; [ ] = dose if it differs, or a comment. Unless noted, calls follow the shape of the dose curve; as a rule, active = well fitted curve in the direction sought with a large enough effect; inconclusive = small, poorly fitted or top-dose-only effect, or another doubt; inactive = no such curve, though single readings can be large; an effect the other way counts as inactive or inconclusive. These rows are one share of the data; the hit share may differ from the screen's.
# Each structure is followed by: TRPV1 ag	PKM2 activator	USP2a block	KCNH2 3.1 inh	B2AR arrestin	FBPA coupling cs	hERG WT inh	CXXC DNA block	Menin MLL FP TR	GALK inh	Giardia killer
> COc1ccc(C(O)(C2CCCCC2)C(CN2CCCC2)c2ccccc2)cc1 (stereo not given)
 : 15	·	3%	4	-1.0%	2	31	13%	?	·	9
> CC(=O)/C(=N\Nc1ccccc1)Oc1ccc([N+](=O)[O-])cc1
 : 0	-7%	-11%	2	5.6%	3	-13	4%	-9%	-2%	-7
> COCCOC(=O)C1=C(N)Oc2c(oc(CO)cc2=O)C1c1c(F)cccc1Cl (stereo not given)
 : -3	-15%	1%	1	-0.1%	1	-14	2%	10%	2%	-24
> CC(=O)Nc1ccc(NC(=O)C2CC(=O)N(c3ccccc3Cl)C2)cc1 (stereo not given)
 : -11	0%	3%	18	-0.4%	1	2	8%	-15%	0%	-21
> CCOC(=O)C(C)n1cnc2c(nnn2-c2ccc(OC)cc2)c1=O (stereo not given)
 : -1	-12%	0%	-4	-1.2%	0	-9	-11%	0%	-1%	12
> CCC(=O)Nc1ccc(NC(=O)c2ccccc2Cl)nc1
 : 3	-2%	2%	9	-0.1%	-1	6	-4%	2%	-1%	9
> Cc1ccc(NC(=O)N2CCc3ccccc32)cc1
 : ?	-4%	1%	11	-0.3%	-7	-13	-8%	14%	4%	?
> Cc1ccc2c(c1)C(c1ccccc1)N(C(=O)C(C)C)CC(=O)N2 (stereo not given)
 : 7	0%	-1%	-2	-0.1%	1	4	0%	-2%	1%	-5
> N#C/C(=C\c1cccnc1)c1ccccn1
 : -1	·	-3%	12	0.1%	0	2	-8%	2%	0%	-23
> O=C(Nc1ccc(Cl)cc1Cl)c1cc2ccccc2o1
 : ?	-1%	1%	-6	-1.6%	0	-5	0%	7%	4%	-20
> CN(C)CCNC(=O)C(=O)NCC1OCCCN1S(=O)(=O)c1cccs1 (stereo not given)
 : -3	1%	4%	-22	2.4%	0	-1	1%	-5%	1%	24
> N#Cc1cc([N+](=O)[O-])ccc1Oc1ccc(-c2nnco2)cc1
 : 0	-3%	3%	14	-0.1%	1	0	2%	1%	0%	-16
> CC(=O)Nc1ccc(S(=O)(=O)N(C)CC(=O)OCC(=O)Nc2cccnc2Cl)cc1
 : -3	12%	2%	2	-3.5%	-3	2	14%	-2%	-2%	1
> CC1CCCCN1C(=O)CSc1nc(C2CC2)nc2c1cnn2-c1ccccc1 (stereo not given)
 : 0	-7%	-1%	1	-0.4%	2	-11	-5%	0%	0%	-23
> O=C(NNC(=O)c1ccccc1[N+](=O)[O-])c1ccc(NS(=O)(=O)c2cccs2)cc1
 : -5	0%	-1%	26	-0.1%	·	-8	-2%	·	7%	4
> COc1cccc(N2CCN(C(=O)c3cc4c(OC)c(OC)c(OC)cc4[nH]3)CC2)c1
 : 17	·	-8%	1	-0.3%	-3	-12	?	9%	-1%	-16
> Cc1ccc(NC(=O)CN(C)C(=O)Nc2ccc(C)cc2)cc1
 : -1	1%	2%	19	-0.2%	2	5	18%	1%	-2%	-1
> Cc1ccc(-c2nc(CS(=O)(=O)CC(=O)NC3CCC(C)CC3)c(C)o2)cc1 (stereo not given)
 : 30	·	-1%	-16	0.0%	·	-13	-1%	·	0%	19
> COc1cccc2c1C(=O)CC2NC(=O)C(F)(F)F (stereo not given)
 : 1	2%	3%	2	-0.2%	-2	10	0%	-18%	2%	-2
> Nc1ccc2nc(-c3ccccc3)[nH]c2c1
 : 2	2%	-1%	-1	-0.4%	-8	-9	3%	21%	-1%	-5
> O=C(COc1ccccc1)Nc1cccc(-c2nn[nH]n2)c1
 : -6	-11%	2%	9	-0.7%	·	11	11%	·	4%	17
> NC(=O)c1c(-c2cccs2)csc1N
 : 0	1%	2%	22	0.2%	-45*	29	1%	-21%	0%	5
> Cc1cc2ncn(S(=O)(=O)c3ccc(F)cc3)c2cc1C
 : 3	0%	3%	14	-0.7%	-1	-1	-2%	1%	·	-9
> CCn1c(=O)c2c3c(sc2n2c(=S)[nH]nc12)CCC3
 : -11	-4%	1%	4	0.3%	1	2	-9%	12%	2%	32[activator]
> COCCCn1c(-c2ccc(OC)cc2)nc2c1c(=O)[nH]c(=O)n2Cc1ccccc1
 : 1	0%	1%	-10	-0.7%	1	-1	-14%	?	-3%	1
> CC(=O)Nc1ccc(SCC(=O)Nc2sccc2C#N)cc1
 : -1	-10%	0%	-9	0.2%	0	-12	7%	-17%	0%	-5
> Cc1ccc(CNC(=O)c2ccc(S(=O)(=O)Nc3c(C)n(C)n(-c4ccccc4)c3=O)cc2)cc1
 : 1	0%	-3%	13	-0.4%	-2	3	2%	·	-2%	0
> C/C(=N\Nc1cc(C)nc(-c2ccccc2)n1)c1cccc([N+](=O)[O-])c1
 : 2	-3%	2%	-8	-0.1%	-1	2	1%	?	-2%	-19
> COc1ccc(S(=O)(=O)NCCN2CCOCC2)c2ccccc12
 : -2	-1%	2%	-5	-0.2%	0	-4	0%	3%	-2%	5
> CC(=O)N1CCc2cc(C(=O)CN3CCN(c4cccc(Cl)c4)CC3)ccc21
 : ·	-6%	4%	-1	0.2%	0	13	7%	0%[11.7 µM]	0%	2
> CC1CCCCC1NC(=O)c1cn(C)c2ccc(S(=O)(=O)N3CCCC3)cc2c1=O (stereo not given)
 : ?	-1%	0%	-1	-0.3%	-1	6	0%	32%[activator]	0%	3
> CC(=O)C1=C(c2ccccc2)N(C(C)=O)n2c(C)nnc2S1
 : 0	0%	9%	46	-0.7%	2	5	-1%	5%	-2%	-22
> OC(CNC1Cc2ccccc2C1)COc1ccc(Cl)cc1 (stereo not given)
 : 4	-2%	0%	3	-0.5%	3	7	-3%	·	·	5
> N=C1/C(=C/c2ccc(OCc3ccccc3)cc2)C(=O)N=C2SC(CC(=O)N3CCOCC3)=NN12
 : 1	1%	1%	-4	0.5%	12	-11	11%	?	8%	-13
> CSc1ccccc1OCc1cc(C(=O)NCCn2ccnc2C)no1
 : 3	0%	0%	-11	-0.2%	-1	-2	-9%	-2%	-5%	-16
> Cc1ccccc1CS(=O)(=O)Cc1ccc(C(=O)N2CCOCC2)o1
 : 1	-4%	0%	3	-0.1%	2	-4	-9%	8%	0%	-12
> CCCC(=O)Nc1ccc2c(c1)C(=O)N(CCC(=O)O)C2=O
 : 3	-3%	3%	15	-0.3%	4	6	1%	6%	1%	-17
> O=C1NC(=Nc2ccc(Cl)cc2)SC1Cc1cccc(Cl)c1Cl (stereo not given)
 : 0	1%	3%	-14	0.1%	1	6	11%	12%	0%	-7
> CC(OC(=O)CN1C(=O)c2ccccc2C1=O)C(=O)N(C)c1ccccc1 (stereo not given)
 : 1	·	-1%	-14	0.5%	·	-8	·	·	·	4
> O=C(NCCNC(=O)c1ccccn1)c1ccc(-c2ccccc2)cc1
 : -3	0%	0%	2	-0.8%	0	-4	8%	2%	-3%	8
> CN(CC(=O)NCC1CCCO1)S(=O)(=O)c1ccc(Br)cc1 (stereo not given)
 : -3	-1%	1%	-15	-0.4%	2	-8	-8%	3%	-4%	-5
> Cc1nc(SCC(=O)c2ccccc2)[nH]c(=O)c1Oc1ccc(Cl)cc1
 : -3	8%	0%	-24	-0.2%	7	-2	24%	·	-6%	-14
> COc1ccc(OCc2n[nH]c(=S)n2Cc2ccco2)cc1
 : 1	-13%	-1%	-5	0.0%	0	6	-1%	6%	-3%	11
> COc1ccc(S(=O)(=O)N2CCCCCC2)cc1
 : 2	3%	3%	-2	-0.2%	2	11	10%	1%	2%	7
> CN(C)Cc1c(C(=O)N/N=C/c2ccc(OCc3ccc(F)cc3)cc2)nnn1-c1nonc1N
 : 4	0%	4%	-76*	-0.1%	1	-38	-4%	?	15%	2
> CCCCC(=O)NC(c1ccc(N(CC)CC)cc1)c1ccc2cccnc2c1O (stereo not given)
 : 0	-3%[11.5 µM]	0%	5	0.0%	-3	-8	2%	-18%	-5%	-29
> O=C(COC(=O)c1ccccc1OCc1ccccc1Cl)NC1CC1
 : 14	3%	7%	-1	0.0%	3	-2	4%	?	2%	2
> COc1ccc(-c2cc(C(=O)c3c(N)n(C)c(=O)n(C)c3=O)c3ccccc3n2)cc1
 : 3	5%	0%	-1	-0.1%	1	1	-2%	·	1%	?
> CCOc1ccccc1OCCCC(=O)NCCc1ccc(S(N)(=O)=O)cc1
 : 2	-9%	-1%	32	0.7%	0	5	4%	-5%	0%	3
